# NRP1-CendR mod – modulators of CendR peptide binding to human neuropilin-1. O14786. FAM-RPARPAR peptide binding to NRP-1, fluorescence polarization. inhibition, % at 25 µM. 0.85% of 360,000 active;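 active = inhibition or corrected inhibition above about 18%, plus a signal ratio from 0.5 to 1.5, limit read from the data, passing the limit was not always enough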; also: strong numbers were not always called active
# Target sequence (O14786 whole entry, looked up): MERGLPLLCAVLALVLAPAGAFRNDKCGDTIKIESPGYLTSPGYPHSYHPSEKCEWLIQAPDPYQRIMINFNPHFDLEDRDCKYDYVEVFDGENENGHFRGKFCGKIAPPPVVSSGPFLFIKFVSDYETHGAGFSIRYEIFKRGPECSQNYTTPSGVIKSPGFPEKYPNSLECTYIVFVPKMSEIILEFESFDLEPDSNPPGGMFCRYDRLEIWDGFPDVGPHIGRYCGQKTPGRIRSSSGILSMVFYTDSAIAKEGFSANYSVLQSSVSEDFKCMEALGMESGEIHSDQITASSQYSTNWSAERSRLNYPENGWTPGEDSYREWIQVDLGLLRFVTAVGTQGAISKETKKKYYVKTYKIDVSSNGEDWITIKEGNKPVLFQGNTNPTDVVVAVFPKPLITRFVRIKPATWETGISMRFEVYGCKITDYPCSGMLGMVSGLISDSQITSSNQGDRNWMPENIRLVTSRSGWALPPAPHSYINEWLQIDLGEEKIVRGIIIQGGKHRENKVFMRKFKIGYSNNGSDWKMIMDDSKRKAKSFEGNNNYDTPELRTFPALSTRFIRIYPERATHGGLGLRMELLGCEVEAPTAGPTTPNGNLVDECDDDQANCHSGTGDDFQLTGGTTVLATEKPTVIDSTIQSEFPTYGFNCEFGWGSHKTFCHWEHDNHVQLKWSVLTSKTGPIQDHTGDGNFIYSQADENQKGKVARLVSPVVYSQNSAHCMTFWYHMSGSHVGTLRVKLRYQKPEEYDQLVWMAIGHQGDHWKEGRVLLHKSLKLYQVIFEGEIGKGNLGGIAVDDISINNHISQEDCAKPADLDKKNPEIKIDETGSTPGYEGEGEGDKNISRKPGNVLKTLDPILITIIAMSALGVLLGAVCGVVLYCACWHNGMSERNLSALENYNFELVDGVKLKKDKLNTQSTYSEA
# MsrA inhibitor – inhibitors of bovine MsrA | AID 651718 | inhibition, % at 15.5 µM | purified bovine MsrA, absorbance read-out | 0.75% of 360,000 active; in the data active = inhibition above about 4.5%;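 also: 0% = vehicle wells with enzyme and 100% = reference inhibitor wells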
# MsrA act – bovine methionine sulfoxide reductase A activation | purified bovine MsrA, absorbance read-out | activation, % at 10.6 µM | 0.3% of 360,000 active | AID 602163; in the data active = activation above about 7.5%;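 also: 0% = vehicle and 100% = reference activator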
# MT1-MMP act inh – blocks activation of human MT1-MMP | P50281 | HT1080 RFP-PRO-GFP cells, GFP/RFP ratio fluorescence, overnight; percent of plate control window, DMSO zero | GFP/RFP ratio change, % at 20 µM | 0.061% of 360,000 active;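 active = GFP/RFP ratio change of at least 30% with cell ATP level not reduced by more than half and red fluorescence within 50% of control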; also: strong numbers were not always called active
#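 Compound: 20 µM single dose, 1% DMSO / System: HT1080 RFP-PRO-GFP cells / Controls: DMSO and RFP-L50D-GFP cell wells / Read-out basis: GFP/RFP fluorescence ratio / Schedule: overnight compound exposure at 37 °C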
# eLon inh – inhibitors of E. coli Lon protease; P0A9M0; purified E. coli Lon protease, fluorescence polarization; inhibition, % at 7.94 µM; 0.42% of 360,000 active; AID 602123; in the data active = inhibition above about 13%, passing the limit was not always enough;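 also: 0% = enzyme with probe and DMSO and 100% = no enzyme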
# Neddylation inh – inhibitors of human cullin neddylation. TR-FRET cullin neddylation, biochemical. calls only at 25 µM. 0.58% of 360,000 active. P61081+Q13564; in the data active = inhibition above about 36%
# FAS-TE inh – blocks the thioesterase domain of human fatty acid synthase | recombinant FAS-TE, OMFH fluorogenic substrate, fluorescence endpoint | 0.67% of 360,000 active | inhibition, % at 15 µM;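 active = compounds whose normalised, plate-corrected inhibition of enzyme fluorescence in the single-dose primary screen is 50% or more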;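 also: 0% = DMSO with enzyme and 100% = substrate without enzyme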
# SKN-1 block – C. elegans SKN-1 inhibition. C. elegans VP596 Pgst-4::GFP/RFP ratio, acrylamide-induced, 24 h. inhibition, % at 21.8 µM. 0.49% of 360,000 active;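 active = interference check ratio from 0.5 to 1.5 plus GFP to RFP signal ratio inhibition reaching or exceeding a fixed threshold, cut at about 30% in these data, passing the limit was not always enough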; also: some compounds called inactive have numbers as strong as hits
# Rin1 Abl inh – inhibitors of human Rin1-Abl protein interaction; P00519+Q13671; TR-FRET Rin1/Abl binding, biochemical; inhibition, % at 7.35 µM; 0.4% of 360,000 active; in the data active = inhibition above about 5%, passing the limit was not always enough
# An asterisk follows results filed as active; i = inactive; x = not tested or not shown; + = active, no number. No enrichment for hits; overall some 4.2% were active at least once.
SMILES,MsrA act,Neddylation inh,MsrA inhibitor,Rin1 Abl inh,SKN-1 block,FAS-TE inh,NRP1-CendR mod,eLon inh,MT1-MMP act inh
Cc1ccc(C)c(S(=O)(=O)N2CCCOC2CNC(=O)C(=O)NCc2ccccc2)c1 (configuration not stated),-0.3,i,-0.1,0.5,5.5,-1.2,-15.1,-13.7,19.4
COc1ccc(/C=C(/NC(=O)c2ccco2)C(=O)N2CCc3ccccc32)cc1OC,-9.5,i,2.2,-2.2,3.2,-5.0,-9.4,9.8,1.6
O=[n+]1c2c(n([O-])c3cc(F)c(N4CCCC4)cc31)CCC2,-14.6,i,1.6,-25.7,44.4,-42.1,125.9,150.6*,-123.8
N#C/C(=C\c1ccc(F)c(Br)c1)C(=O)NC1CC1,-3.0,i,0.2,-1.7,15.1,22.9,6.3,4.0,-1.2
COc1cc(NS(=O)(=O)c2c(C)oc3c(F)c(F)c(F)c(F)c23)cc(OC)c1OC,-3.0,i,3.5,0.4,9.0,4.4,-3.1,-6.6,0.1
CCOC(=O)C(C)Sc1nc(N2CCOCC2)c2c(c1C#N)CC(C)(C)OC2 (configuration not stated),-2.2,i,0.8,-3.0,-0.4,-5.8,9.8,1.8,-4.7
N#CCCN(C(=O)CN1c2cccc3cccc(c23)S1(=O)=O)c1ccccc1,-4.9,i,1.5,-1.5,11.4,-0.7,12.0,1.3,1.0
COc1ccc(C2CC(c3ccccc3)=NN2C(=O)COC(=O)/C=C/c2ccc(O)c(OC)c2)cc1 (configuration not stated),-8.0,+,1.8,-2.5,-13.4,14.2,-1.2,-0.5,0.2
O=C(Nc1cc(Cl)ccc1Cl)c1cc(-c2ccco2)on1,0.1,i,-0.9,1.1,14.7,-2.9,-23.0,2.1,0.1
Cc1ccc(S(=O)(=O)NC(=O)C2(C)CCN2C(=O)c2ccccc2)nc1 (configuration not stated),-4.2,i,0.9,0.0,-6.1,-5.2,11.4,-0.1,1.1
O=C(NNS(=O)(=O)c1ccccc1)c1cccc([N+](=O)[O-])c1,4.6,i,0.1,-2.7,11.6,-3.5,2.6,-3.0,2.0
CCN1CCCC1CNC(=O)Cn1cnc2ccc(S(=O)(=O)N3CCC(C)CC3)cc2c1=O (configuration not stated),-2.7,i,1.4,-1.4,-17.2,-10.1,4.9,-12.2,-4.4
S=C(NCc1ccccn1)Nc1cccc(Cl)c1,-3.7,i,-0.6,2.7,12.7,-5.6,2.1,-0.7,-6.7
Cc1nn(-c2ccc(F)cc2)c(C)c1/C=C/C(=O)N1CCNC(=O)C1,0.1,i,2.0,2.4,-4.0,-5.0,-5.9,5.4,0.0
Cc1ccn2c(C(=O)CSc3ccccc3Cl)c(C)nc2c1,-5.0,i,-0.9,-1.1,12.5,0.6,-3.2,0.5,4.3
CC(=O)Nc1ccc(-n2c(C)nc(=O)c(-c3ccccc3)c2C)cc1,-3.0,i,0.4,-2.2,7.5,-8.3,5.7,-0.2,-6.4
CC1(C)CCC[C@]2(C)[C@H]3Cc4cc(O)ccc4O[C@]3(C)CC[C@@H]12,-5.4,i,1.1,1.2,-10.2,25.2,-1.3,-2.0,0.0
COc1ccc(OC)c(NC(=O)CCNS(=O)(=O)c2cccs2)c1,4.1,i,1.0,1.0,-12.7,-2.3,-5.4,4.4,6.4
O=C(NC(=S)Nc1ccc(N2CCOCC2)cc1)c1ccco1,-2.9,i,1.4,-0.7,-1.0,-5.8,10.3,2.4,3.4
COc1cccc(OCCSc2nc(C)c(Cc3ccccc3)c(=O)[nH]2)c1,-2.2,i,0.7,1.1,0.3,-0.2,14.2,1.3,0.9
COc1ccc(-c2cnnc(N/N=C/c3c(C)nn(-c4ccccc4)c3Cl)n2)cc1,-10.4,i,-1.6,-1.3,4.4,-10.6,4.2,-15.2,5.4
COC(=O)c1ccc(C(=O)OC)c(NC(=O)CN2CCN(c3ccccc3OC)CC2)c1,-2.2,i,2.0,3.3,2.8,21.5,4.6,-0.9,5.6
CCOc1ccccc1NC(=O)c1cc(=O)c2ccccc2o1,-3.6,i,-0.9,-1.6,24.7,-1.0,-2.1,1.7,-5.5
Cc1nn(-c2cccc(Cl)c2)c2nc(-c3ccco3)cc(C(=O)O)c12,-13.8,x,2.8,-0.8,4.2,-3.8,-113.6,-10.6,-6.3
Cc1ccc(-n2nnc3c(SCC(=O)NCC4CCCO4)ncnc32)cc1 (configuration not stated),0.0,i,x,-0.8,-14.6,-1.2,21.4,-6.4,3.0
Cc1cc(NC(=O)CSc2nnc(-c3ccccc3F)n2C)no1,-7.7,i,0.0,2.7,0.0,-10.3,9.8,-0.5,-0.7
CCc1c(C(=O)N2CCOCC2)csc1C,-1.5,i,0.0,-5.6,13.1,-9.9,-1.3,-1.0,-3.1
COc1ccc(OCc2cc(C(=O)N3CCN(CC4CC4)CC3)no2)c(Cl)c1,-2.5,i,-0.5,1.5,18.1,-1.1,14.3,7.3,0.5
COc1cc2nc(N(CCCN(C)C)C(=O)c3ccc(S(=O)(=O)N(C)C4CCCCC4)cc3)sc2cc1OC,-2.1,i,0.3,1.4,-4.4,0.5,10.9,-5.5,1.0
CC1(Cc2ccccc2C#N)C(=O)Nc2cc(-c3ccccc3Cl)ccc21 (configuration not stated),-6.9,i,0.7,-7.6,1.0,18.7,10.7,12.6,-11.2

# Of the compounds above, 2 have two or more sulfur atoms:
SMILES,MsrA act,Neddylation inh,MsrA inhibitor,Rin1 Abl inh,SKN-1 block,FAS-TE inh,NRP1-CendR mod,eLon inh,MT1-MMP act inh
COc1ccc(OC)c(NC(=O)CCNS(=O)(=O)c2cccs2)c1,4.1,i,1.0,1.0,-12.7,-2.3,-5.4,4.4,6.4
COc1cc2nc(N(CCCN(C)C)C(=O)c3ccc(S(=O)(=O)N(C)C4CCCCC4)cc3)sc2cc1OC,-2.1,i,0.3,1.4,-4.4,0.5,10.9,-5.5,1.0

# Continued:
SMILES,MsrA act,Neddylation inh,MsrA inhibitor,Rin1 Abl inh,SKN-1 block,FAS-TE inh,NRP1-CendR mod,eLon inh,MT1-MMP act inh
O=C(COC(=O)C1CCC(=O)N1)Nc1ccc(Cl)cc1Cl (configuration not stated),-4.2,i,0.2,3.0,-5.6,-9.6,-13.8,1.1,4.0
CSc1ccc(-c2c(C#N)c(N)nc3c2c(C)nn3-c2ccccc2)cc1,-2.8,i,-0.1,-4.6,-0.7,22.7,-1.5,7.4,0.6
O=C([O-])c1cc(-c2ccccc2)cc(-c2ccccc2)[n+]1CCc1ccc(Cl)cc1,-1.3,i,0.3,1.1,18.3,-1.9,20.9,-10.3,-8.7
COc1cc(OC)c(CN2CCc3c([nH]c4ccccc34)C2)cc1Br,-2.2,i,-0.5,-2.8,8.7,-9.3,-189.1,-127.6,-27.3
CCOCCCNC(=O)C(c1ccccc1)N(Cc1cccs1)C(=O)CNC(=O)c1ccccc1 (configuration not stated),-1.3,i,-0.6,2.8,9.5,-10.3,0.5,-6.8,-1.8
CCOC(=O)c1ccc(Nc2nc(=O)c3cccnc3s2)cc1,-2.1,i,-0.9,0.9,3.2,3.9,0.1,-1.2,0.3
Cc1cc(C)c(S(=O)(=O)C(C)C)c(=O)[nH]1,-2.6,i,1.9,0.2,3.7,-1.1,3.2,-2.4,0.3
Cc1ccc(N=N/C(=C\O)C(=O)c2ccc(Cl)cc2)cc1,-9.9,i,2.6,5.5,6.1,30.8,10.7,-2.6,4.4
COc1ccccc1CN1CN(S(=O)(=O)c2ccccc2)c2nc3ccccc3nc21,-5.0,i,3.3,-0.5,-1.1,28.1,1.2,7.3,-4.9
CC(C)Cc1ccc(CN2CCCC(NC(=O)CCN3CCCCC3=O)C2)cc1 (configuration not stated),0.1,i,0.6,1.3,7.7,-3.0,-0.4,-14.3,7.1
COc1ccc(/C=N/NC(=O)CNC(=O)c2ccncc2)cc1OC,-1.4,i,0.4,-3.2,13.6,-6.4,9.9,3.8,6.5
CC1=CC(C)(C)N(C)C(=O)N1c1ccc(Cl)cc1,-10.1,i,-0.6,-0.4,-4.4,-7.7,-18.6,0.7,-3.6
CCCCC(=O)Nc1ccc(C(=O)N(CC)c2ccccc2C)cc1,0.4,i,0.7,5.6,14.6,1.1,2.9,1.6,6.2
O=C1CCc2cc(S(=O)(=O)N3CCCC3C(=O)NC3CCCCCCC3)ccc2N1 (configuration not stated),-2.0,i,-0.1,-2.1,6.4,-0.3,-1.9,-4.7,0.8
Nc1[nH]n(-c2ccccc2)c(=O)c1N=Nc1ccc2c(c1)OCCO2,-9.2,i,0.3,-4.3,-7.2,22.5,-6.5,6.6,8.5
O=C(O)CSC(C(=O)Nc1ccc(C(F)(F)F)cc1)c1ccccc1 (configuration not stated),3.0,i,-0.6,-2.7,-0.6,1.8,19.7,2.2,0.7
COc1ccc(OC)c(NC(=O)COC(=O)CC2CCCCC2)c1,-1.6,i,1.4,-1.4,4.7,13.3,-7.0,7.6,1.2
Cc1ccc(Nc2nc(N)c3ccccc3n2)cc1C,-0.3,i,1.7,0.8,4.2,2.7,10.5,-6.6,28.5
O=C1CCCN1CCCN1C(=O)N[C@@H](Cc2ccccc2)C1=O,-3.5,i,-0.7,-0.9,-6.5,-7.2,7.0,-3.7,-1.4
CCN(C(=O)COC(=O)Cn1cnc2c1c(=O)n(C)c(=O)n2C)C1CCS(=O)(=O)C1 (configuration not stated),-10.8,i,-0.8,3.4,-16.0,-4.9,5.0,0.1,1.8
CON/C=C(\C=Nc1ccccc1)c1ncc(C(F)(F)F)cc1Cl,-3.7,i,0.4,1.6,3.7,27.8,-6.7,-8.0,-1.7
CCOC(=O)C(=O)Nc1ccccc1C(=O)Nc1ccc(OC)cc1,1.0,i,0.2,-0.7,15.4,-5.2,11.8,4.2,0.3
CCN1C[C@@H]2[C@@H]3C(=O)N(C)C(=O)[C@@H]3[C@](Cc3ccccc3)(C1=O)N2C(=O)c1ccc(Cl)cc1,-4.0,i,-0.9,2.3,8.9,-7.4,-3.2,-1.7,-0.4
CCCCn1nc(NC(=O)CC(C)C)c2cc3cc(OC)ccc3nc21,-1.2,x,-1.5,0.0,20.6,-1.9,8.8,8.4,2.5
COc1ccc(/C(C)=N/NC(=O)c2ccc(CSc3nncn3C)cc2)cc1,-4.3,i,-1.2,1.9,0.5,-6.2,7.1,-7.9,-4.8
O=C(CCCNS(=O)(=O)c1cccc2nsnc12)N1CCCCC1,-1.2,i,0.6,4.5,10.7,-3.3,-2.0,-2.5,0.9
Cc1ccc(O)c(CNc2nc3ccccc3n2C(C)C)c1,-2.6,i,-0.9,-0.8,-2.0,7.5,-0.6,0.0,6.9
COc1cccc(-c2cnc3c(NC(C)=O)cc(-c4cccc(C(=O)N(C)C)c4)cn23)c1,-7.2,i,-0.8,-0.3,5.4,-4.2,11.8,-12.0,-0.9
C/C(=N\Nc1nncc2ccccc12)c1ccc(C(C)(C)C)cc1,-0.1,i,x,1.1,11.7,19.3,11.0,-2.9,2.3
CCN1C(=O)/C(=C2\SC(=S)N(CCCOC)C2=O)c2ccccc21,-6.0,i,0.5,-0.3,12.3,-4.7,11.7,-8.8,-0.1
O=C(CSc1nnc(-c2ccccn2)n1Cc1ccco1)c1ccc(Cl)cc1,-0.2,i,0.4,4.2,-9.3,17.3,-15.4,-7.7,-4.1
Cc1ccc2nc(SCC(=O)Nc3ccc4[nH]c(=O)[nH]c4c3)[nH]c2c1,5.6,i,1.7,-0.9,6.8,-5.8,-5.3,3.5,4.7
COc1ccc(C(=O)c2ccccc2CN2C(=O)c3ccccc3C2=O)cc1,1.7,i,0.4,1.0,0.2,11.9,1.7,-7.8,-2.4

# High-throughput results: PubChem BioAssay, several laboratories
